CXXC DNA block: qHTS Fluorescence Polarization Assay for Inhibitors of MLL CXXC domain - DNA interaction | actives 0.037% (n = 290,000) | Histone-lysine N-methyltransferase 2A (Homo sapiens), Q03164 | MLL-CXXC / FITC-HOXA9 DNA fluorescence polarization | Potency, µM (top dose mostly 115 µM), for inactives: at the highest dose activity change, negative = inhibition, actives largely listed as inhibitors | AID 2662, 2010; active = well fitted inhibition curve with a large enough effect in the polarisation, with a control signal flat, not every such curve was filed as active; inconclusive = small, poorly fitted or top-dose-only effect, or effect the other way, or a change in a side signal; inactive = no such curve, though single readings can be large or run the other way; the % refers to the polarisation; also: potency is read from the fitted curve at half-maximal effect
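Fluorescence polarization: 7 uM MLL-CXXC (stock) preincubated 5 min with compounds, then 50 nM fluorescein-HOX-A9 DNA (stock) added; 30 min ambient. Buffer 50 mM Tris-HCl pH 7.5, 50 mM NaCl, 1 mM DTT, 0.05% BSA.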
Coupling enz: qHTS Assay for Inhibitors of Fructose-1,6-bisphosphate Aldolase from Giardia Lamblia: Coupling assay counterscreen. coupling enzyme system counterscreen, AmpLite Red fluorescence. activity change, negative = inhibition, % at 58.2 µM, hits read low. actives 0.67% (n = 290,000). AID 2472, 2010; in the data active = activity change below about -30%; also: % is scaled to controls: 0 for no effect and ±100 for the full control effect
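Final compound at 57.5 uM, incubated 10 min at RT with coupling enzyme reagent (glyceraldehyde-3-phosphate), then 20 min with substrate and AmpLite Red detection. Fluorescence read at 525/598 nm; tests interference with the coupling assay, not aldolase inhibition.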
hERG WT inh: qHTS for Inhibitors of KCHN2 3.1: Wildtype qHTS | actives 0.37% (n = 340,000) | AID 720551, 2013 | Voltage-gated inwardly rectifying potassium channel KCNH2 (Homo sapiens), Q12809 | U2OS, BacMam KCNH2, thallium flux FluxOr; active compounds read low | activity change, % at 1.84 µM;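 active = maximum activity change below -70%; inconclusive = maximum activity change between -70% and -50%; inactive = maximum activity change above -50%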; also: % is scaled to controls: 0 for no effect and ±100 for the full control effect
Target sequence (Q12809 whole entry, looked up): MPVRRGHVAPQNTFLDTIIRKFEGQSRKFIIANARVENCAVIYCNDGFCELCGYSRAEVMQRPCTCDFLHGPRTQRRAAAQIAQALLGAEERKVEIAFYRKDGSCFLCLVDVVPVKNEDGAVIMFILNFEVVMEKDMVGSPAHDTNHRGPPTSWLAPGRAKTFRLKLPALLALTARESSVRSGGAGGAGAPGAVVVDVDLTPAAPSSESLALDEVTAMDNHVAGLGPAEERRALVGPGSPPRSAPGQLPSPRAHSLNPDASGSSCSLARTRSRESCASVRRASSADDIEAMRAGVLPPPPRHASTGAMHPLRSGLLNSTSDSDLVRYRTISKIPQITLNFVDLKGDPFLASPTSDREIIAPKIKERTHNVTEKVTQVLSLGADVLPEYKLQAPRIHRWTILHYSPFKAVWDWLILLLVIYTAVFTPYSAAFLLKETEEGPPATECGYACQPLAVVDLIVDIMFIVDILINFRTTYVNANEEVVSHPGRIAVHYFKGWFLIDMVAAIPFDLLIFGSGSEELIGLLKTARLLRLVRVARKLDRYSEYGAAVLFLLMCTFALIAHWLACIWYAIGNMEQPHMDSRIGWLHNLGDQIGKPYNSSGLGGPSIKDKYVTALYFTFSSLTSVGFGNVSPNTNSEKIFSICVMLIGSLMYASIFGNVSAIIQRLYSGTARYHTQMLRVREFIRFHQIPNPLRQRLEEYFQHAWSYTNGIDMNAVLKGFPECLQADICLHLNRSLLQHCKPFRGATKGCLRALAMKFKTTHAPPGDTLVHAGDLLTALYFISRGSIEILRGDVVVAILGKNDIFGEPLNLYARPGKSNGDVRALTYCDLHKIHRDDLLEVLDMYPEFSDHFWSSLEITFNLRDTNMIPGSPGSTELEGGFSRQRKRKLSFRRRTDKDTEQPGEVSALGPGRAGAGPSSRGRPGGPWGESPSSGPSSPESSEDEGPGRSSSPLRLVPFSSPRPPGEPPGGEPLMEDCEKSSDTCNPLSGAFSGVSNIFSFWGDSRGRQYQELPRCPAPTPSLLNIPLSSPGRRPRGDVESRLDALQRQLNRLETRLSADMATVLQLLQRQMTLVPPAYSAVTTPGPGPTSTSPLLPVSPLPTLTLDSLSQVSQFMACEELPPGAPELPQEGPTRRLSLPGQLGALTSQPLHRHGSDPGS
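U2OS cells were transduced with wild-type KCNH2 virus (2.03 x 10^8 / mL) for 4 h at room temperature, then cultured overnight at 37 C. Thallium flux was read with FluxOr dye. Rate constants were normalized to DMSO controls.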
GALK inhibitor: qHTS Assay for Inhibitors of Human Galactokinase (GALK); Purified GALK, Kinase-Glo residual ATP luminescence; Potency, µM (highest dose often 57.5 µM), for the others: at the highest dose activity change, negative = inhibition, most hits filed as inhibitors; actives 0.007% (n = 270,000); also: potency is read from the fitted curve at half-maximal effect; % is scaled to controls: 0 for no effect and ±100 for the full control effect
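GALK at 5 nM final was combined with compound, 35 uM ATP and 100 uM galactose in HEPES pH8.0 with MgCl2 and DTT. The reaction ran one hour at room temperature before luminescent ATP detection.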
TCR act: Activators of T cell receptors: qHTS campaign; 330,000 tested, under 10 active; primary human leukocytes, anti-CD3, IL-2 HTRF, 48 h; Potency, µM (top dose mostly 9.22 µM), inactives show at the highest dose activation of IL-2 secretion, hits mostly activators; also: % of control where 0% means no effect
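TCR engagement came from a-CD3 beads alone, with compounds added to primary human leukocytes for 48 hr. Secreted IL-2 bridged europium cryptate- and d2-labelled anti-IL-2 antibodies, giving FRET emission at 665nm after 320nm excitation.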
Giardia killer: Small Molecules that selectively kill Giardia lamblia: qHTS; actives 0.15% (n = 340,000); activity change, % at 7.66 µM, hits read low; AID 540267, 2011; Giardia lamblia trophozoite viability; in the data active = activity change below about -80%; inconclusive = between about -30% and that limit;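 also: parasites exposed to compound for two days anaerobically before the ATP read; % is scaled to controls: 0 for no effect and ±100 for the full control effect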
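Luminescence from cellular ATP indicates surviving trophozoites (100 cells/well) following 48 hrs anaerobic compound treatment at 37 deg C; signal develops 15-30 min at room temperature.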
AT treatment: qHTS Assay for Identifying a Potential Treatment of Ataxia-Telangiectasia. […] A-T fibroblasts, KAP-1 phosphorylation AlphaLISA; neocarzinostatin DNA damage 30 min before lysis. Potency, µM (titrated, usually from 57.5 µM), without a hit: at the top dose activation, hits mostly activators. actives 0.19% (n = 320,000). AID 485349, 2010; also: potency is read from the fitted curve at half-maximal effect; % of control where 0% means no effect; nearly all actives have a fitted effect of over 45% in size
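ATM-like activity read as KAP-1 phosphorylation via AlphaLISA donor/acceptor antibody pairs after lysis and 6 hr at 25C. Cells were ATM-null patient fibroblasts ([…], hTERT), dosed 60 min, then exposed to the DSB inducer NCS for 30 min.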
Chronic BCR inh: qHTS Assay to Find Inhibitors of Chronic Active B-Cell Receptor Signaling. actives 0.05% (n = 340,000). ABC-DLBCL IkBa-CBG/CBR reporter, luminescence ratio, 4 h. Potency, µM (doses to about 46.1 µM), for inactives: at the highest dose ratio change, negative = lower green/red ratio, actives largely listed as inhibitors; active = well fitted inhibition curve with a large enough effect in the signal ratio, with a control signal flat, not every such curve was filed as active; inconclusive = small, poorly fitted or top-dose-only effect, or effect the other way, or a change in a side signal; the % refers to the signal ratio;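 also: potency is read from the fitted curve at half-maximal effect; plate controls were basal doxycycline-induced cells for no effect and cells given 10 µM MG132 for full effect; MG132 reads +100%, hits lower the ratio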
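TMD8 human ABC-DLBCL cells with doxycycline-inducible IκBα–green luciferase fusion and unfused red luciferase, in 0.5% FBS medium; compounds up to 46 uM, 4 h at 37C. Green/red luminescence ratio, filter-overlap corrected, fitted to concentration-response curves.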
TSHR antag: Antagonists of the Thyroid Stimulating Hormone Receptor: HTS campaign. Thyrotropin receptor (Homo sapiens), P16473. TSHR-expressing cells, TSH-stimulated cAMP HTRF, 2 h; active compounds read low. activity change, negative = inhibition, % at 11.5 µM. actives 0.2% (n = 330,000). AID 504810, 2011;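 active = activity change below a set negative limit, meaning inhibition stronger than a set level, cut at about -70% in these data; inconclusive = activity change between two set negative limits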; also: % is scaled to controls: 0 for no effect and ±100 for the full control effect
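Freshly harvested TSHR cells receive pin-tooled compound, then EC80 TSH at 4nM final. After 2 hours at 37 deg C, antibody in lysis buffer and cAMP-d2 are added; 30 minutes at ambient temperature precede the HTRF read.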
Tb PFK inh: qHTS Assay to Find Inhibitors of T. brucei phosphofructokinase. ATP-dependent 6-phosphofructokinase (Trypanosoma brucei brucei), O15648. actives 0.17% (n = 330,000). AID 485367, 2010. T. brucei PFK, ADP-Glo luminescence. Potency, µM (titrated, usually from 57.5 µM), inactives show at the top dose activity, negative = inhibition, most hits filed as inhibitors;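 also: potency is read from the fitted curve at half-maximal effect; 0% = uninhibited 1x PFK enzyme wells and -100% = no-enzyme wells; nearly all actives have a fitted effect of over 60% in size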
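Compounds were pin-transferred as a titration series up to 57 uM into substrate buffer (0.5 mM F6P, 0.1 mM ATP, pH 8.0), then 1.25 nM PFK was added and reactions ran 45 min before ADP-Glo detection.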
The depositor's hits bear a star; i = inactive; ? = inconclusive; . = no result given; & = joins results of further samples; [ ] = another dose, or the depositor's remark. Unless noted, calls follow the shape of the dose curve; as a rule, active = well fitted curve in the direction sought with a large enough effect; inconclusive = small, poorly fitted or top-dose-only effect, or another doubt; inactive = no such curve, though single readings can be large; an effect the other way counts as inactive or inconclusive.

smiles	TSHR antag	AT treatment	Giardia killer	Chronic BCR inh	Coupling enz	GALK inhibitor	CXXC DNA block	TCR act	Tb PFK inh	hERG WT inh
O=C1/C(=C/c2ccc(O)cc2)CCc2ccc([N+](=O)[O-])cc21	10	-2%	-7	-14%	4	.	-5%	1%[46.1 µM]	3%	2
O=C1CCCC/C=C\C[C@H](CC(=O)N(CCO)Cc2ccccc2)C(=O)NCCO1	-6	3%	-2	-1%	.	.	.	-1%	-1%	1
Cc1cc(C)nc(N/N=C/C(Cl)=C/c2ccccc2)n1	6	3%	-5	?	2	1%	6%	0%	-1%	7
CC(C)CCNC(=O)CN(Cc1ccc2c(c1)OCO2)C(=O)Cn1nnc(-c2cccs2)n1	-1	4%	2	-9%	5	0%	-7%	-7%	3%	6
Cc1ccc([N+](=O)[O-])cc1S(=O)(=O)Nc1ccc(C(=O)N(C)C)cc1	-1	4%	8	1%	4	2%	6%	3%	5%	-7
CCCC(=O)Nc1ccc2nn(-c3ccc(OC)cc3)nc2c1	2	7%	-7	?	-1	-4%	8%	.	0%	-6
CC1(C)CC(CCN(Cc2ccccc2)C(=O)c2ccco2)(c2ccccc2)CCO1 (configuration not stated)	-16	0%	-1	?	-3	0%	-10%	2%[46.1 µM]	-5%	-8
CC(NCC(=O)Nc1ccccc1C(=O)NC1CC1)c1cccc(Cl)c1 (configuration not stated)	-9	3%	-11	1%	.	.	.	1%	1%	-1
NC1=NC2(CCCCC2)N=C(Nc2ccc(F)cc2F)N1	12	-1%	13	-13%	0	3%	-4%	1%	2%	-6
COc1cc(CC(=O)OCC(=O)Nc2ccc(S(=O)(=O)N3CCCC3)cc2)cc(OC)c1OC	-2	-1%	-26	-16%	0	3%	-20%	0%	-3%	-16
COC(=O)c1ccc(C(=O)NCCCCO)cc1	-5	-5%	1	1%	3	1%	10%	4%	-3%	4
COc1ccc(-c2nn(CCC(=O)O)cc2/C=C/C(=O)O)cc1[N+](=O)[O-]	15	-3%	-12	0%	3	-3%	-5%	0%[46.1 µM]	3%	1
COc1ccc(Cl)cc1S(=O)(=O)N1CCC(C(=O)NCc2ccco2)CC1	-11	-3%	-14	-3%	1	-3%	-8%	-1%	1%	-12
CCOC(=O)c1cnc2ccc(OC)cc2c1NCc1ccccc1	-15	14%	13	?	-4	-1%	9%	2%[46.1 µM]	1%	-4
CC(=O)N/C(N)=N/c1nc2cc(C)ccc2o1	2	-35%	-1	?	3	4%	-3%	1%	-1%	-4
CCCCn1c(C2CCCCC2)nc2cc3[nH]c(=O)c(C(C)C)nc3cc21	4	5%	3	?	-15	.	8%	6%	3%	-1
COc1ccc(OC)c(C2c3[nH]c4ccccc4c3C[C@H]3C(=O)N(CCCOC(C)C)CC(=O)N23)c1 (some centres not stated)	-3	10%	1	-3%	2	4%	10%	-8%	1%	2
COc1ccc(C2=CC(c3sccc3C)n3nnnc3N2)cc1 (configuration not stated)	-6	5%	?	?	-4	5%	5%	-260%	-3%	4
Cn1cccc1/C=N/NC(=O)Cc1ccccc1	7	2%	-4	0%	-3	5%	-2%	-2%	-2%	-7
COCc1c(C(=O)N/N=C(/C)c2ccc(OCc3ccccc3)cc2)nnn1-c1nonc1N	14	3%	29	?	-2	13%	12%	-2%	-5%	-6
Cc1ccc(S(=O)(=O)N2CCOCC2)cc1NC(=O)Cn1ccsc1=N	2	3%	-21	-22%	2	3%	14%	-9%	-2%	10
N#CCCN(C(=S)NC(=O)c1ccco1)c1ccccc1F	-7	-6%	8	2%	2	-1%	19%	7%	-6%	7
CCc1noc(C)c1C(=O)Nc1ccc(S(=O)(=O)N2CCCC(C)C2)cc1 (configuration not stated)	-27	3%	11	3%	.	.	.	-4%	-8%	-6
CCn1c(=O)c2c(nc3n2CCCN3CCc2ccccc2)n(C)c1=O	0	-7%	7	1%	0	3%	0%	-5%	-4%	-7
CCCC(C(=O)NC1CCCC1)N(CC1CCCO1)C(=O)c1snc(C(N)=O)c1N (configuration not stated)	8	14%	6	-2%	4	4%	1%	-1%	-4%	4
Cc1ccc(OCC(=O)NCCNC(=O)COc2ccc(C)cc2)cc1	-12	-1%	11	2%	2	0%	2%	-3%	-2%	-4
CCOC(=O)CCCN1CC(O)=C(c2nc(-c3ccc(Cl)cc3)cs2)C1=N	13	0%	12	1%	2	0%	7%	-3%	-1%	7
COc1ccc(-n2c(C)cc(C(=O)CN3C(=O)c4ccccc4C3=O)c2C)cc1	-16	-4%	7	5%	-2	0%	10%	6%[46.1 µM]	5%	3
Cc1ccccc1NC(=O)CCOc1ccccc1	0	20%	2	0%	2	3%	-8%	-2%	-9%	-2
CCCc1cc(=O)[nH]c(SCc2cccc(C)c2)n1	14	.	-8	?	0	2%	-2%	-1%	3%	-18
Cc1cccc(-n2ncc3c(N(C)C4CCCCC4)ncnc32)c1	-10	3%	?	?	2	1%	0%	0%	0%	-16
O=C(c1cccc(Br)c1)N1CCN(S(=O)(=O)N2CCOCC2)CC1	3	5%	-1	-6%	2	1%	-4%	0%	-5%	4
CCC1=C(OC(=O)N(CC)CC)N2C(=O)OC(=NCCOC)[C@]2(Cc2ccccc2)[C@H]2C1=CC[C@H]1C(=O)NC(=O)[C@H]12	-4	-6%	-1	1%	1&-2	-2%	14%	7%	-5%	.
O=C(Nc1ccccc1)N1CCSc2ccccc21	6	2%	-4	0%	1	2%	-1%	8%	-22%	30
COc1ccc(S(=O)(=O)Nc2cccc3c2O[C@H](CN(C)CC2CCCCC2)[C@@H](C)CN([C@H](C)CO)C3=O)cc1	-4	8%	12	0%	.	.	.	-6%	1%	-19
CCn1c(CCNC(=O)c2ccco2)nc2ccccc21	-11	-3%	1	?	0	0%	2%	-7%	1%	1
CCCCC(CC)C(=O)Oc1ccc(O)c(C(C)(C)C)c1 (configuration not stated)	9	?	25	1%	4	0%	-5%	-2%	-6%	i
CCOC(=O)c1ccc(Oc2cc(C)nc(SC)n2)cc1	-15	-9%	11	-22%	4	0%	-1%	-5%	-8%	-2
Cc1ccc(NC(=O)C2CC(=O)n3ncnc3N2)cc1 (configuration not stated)	15	-1%	-12	-8%	1	0%	-6%	2%	0%	-15
CCOC(=S)SCC(=O)N1CCc2ccccc2C1C1C(=O)CCCC1=O (configuration not stated)	-15	4%	23	-9%	-5	3%	34%[activator]	-2%[46.1 µM]	2%	-9
CCCOC1CCCN(C(=O)c2ccc3oc(C(C)C)nc3c2)C1 (configuration not stated)	8	3%	-13	1%	.	-1%	-5%	3%	0%	-10
CC(C)CNC(=S)NC1CCCC1	2	5%	15	?	2	2%	15%	-1%	-3%	-2
CCN1CCN(C2=C(Cl)C(=O)N(Cc3ccccc3)C2=O)CC1	3	0%	-5	-23%	-1	-3%	2%	1%[46.1 µM]	0%	-1
O=C(O)c1ccc2c(=O)n3c(nc2c1)/C(=C/c1ccc(Cl)c([N+](=O)[O-])c1)CC3	-16	-4%	9	2%	3	-1%	4%	-2%	-1%	8
c1ccc(-n2ncc3c(NCCCN4CCOCC4)ncnc32)cc1	16	-1%	10	?	.	0%	-10%	0%	1%	0
CC1CCC(NC(=O)c2cc(S(=O)(=O)N3CCCCC3)ccc2N2CCOCC2)CC1 (configuration not stated)	-15	-7%	-5	2%	.	.	.	2%	-4%	-6

3 of the entries above in order of their number in CXXC DNA block, highest first:
Structure	CXXC DNA block
O=C(Nc1ccccc1)N1CCSc2ccccc21	-1%
CCCCC(CC)C(=O)Oc1ccc(O)c(C(C)(C)C)c1 (configuration not stated)	-5%
Cc1ccc(NC(=O)C2CC(=O)n3ncnc3N2)cc1 (configuration not stated)	-6%

Source: PubChem BioAssay
